# FN deposition inh = inhibitors of fibronectin matrix deposition, primary screen, AH1F cells, Alexa488-fibronectin fluorescence, plate reader; AH1F fibroblasts, overnight; inhibition, % at 12.6 µM; 350,000 tested, 0.086% active;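 active = mean inhibition across replicates of 30% or more, regardless of how many single replicates reach that level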;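 also: positive control wells lacked labelled fibronectin entirely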
#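 Measured by – fluorescence 485/525 nm · System – AH1F fibroblast monolayer, labelled fibronectin deposition · Amount – 10000 cells per well · Buffer or medium – serum-reduced DMEM (2% serum) · Doses – single dose, pinned · Also added – fluorescent fibronectin at 24 nM final · Schedule – 1 h cell attachment, overnight exposure to compound and label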
# Cneo AK release = Cryptococcus neoformans cell lysis inducers, primary screen, AK release luminescence, single concentration; C. neoformans lysis, adenylate kinase release luminescence, 4 h; normalised: neutral wells 0, clomiphene wells 100; lysis activity, % at 15 µM; 360,000 tested, 0.2% active;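 active = mean lysis activity across replicates of at least 80%, whatever share of replicates individually reach that level; inactive = mean lysis activity below 80%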
#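 Test system: log-phase Cryptococcus neoformans yeast cells; Quantity: yeast cell density of 5 × 10^6 cells/mL; Buffer or medium: YPD; Doses: single compound concentration per well; Timing: 4 h at 37 °C static, read 1 h later; Measured by: AK luminescence; Read-out basis: lysis from increased AK signal; Control set: Clomiphene as positive control.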
# Casp6 inh = human caspase-6 inhibitors, primary screen, biochemical, VEID-R110 fluorescence, single point, set 2. P55212. purified caspase-6, Z-VEID-R110 cleavage fluorescence. inhibition, % at 12.5 µM. 350,000 tested, 0.53% active;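 active = mean inhibition across replicates at least about 35%, with every replicate also reaching that limit, limit read from the data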;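 also: 0% = median of neutral control wells and 100% = no fluorescence left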
# Target sequence (P55212 24-179 limits assumed): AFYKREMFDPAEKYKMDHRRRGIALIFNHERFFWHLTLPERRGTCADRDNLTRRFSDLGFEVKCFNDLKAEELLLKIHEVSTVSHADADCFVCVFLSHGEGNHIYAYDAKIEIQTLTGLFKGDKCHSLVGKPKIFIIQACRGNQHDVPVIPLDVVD
# Target sequence (P55212 194-293 limits assumed): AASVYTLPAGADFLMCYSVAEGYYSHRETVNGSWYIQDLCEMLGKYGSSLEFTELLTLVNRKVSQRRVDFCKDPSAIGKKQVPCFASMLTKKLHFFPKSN
# miR122 inh = miR-122 Renilla sensor signal increase in Huh7, primary screen, miR-122 inhibitor project, cell-based, single point, plate reader; Huh7 miR-122 Renilla luciferase sensor, 48 h; neutral wells = 0, positive control = 100; 340,000 tested, 0.3% active; activation (reporter increase), % at 12.5 µM;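 active = mean replicate activation score at least 90 and every replicate individually at or above 90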;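 also: higher luciferase means less miR-122 activity so hits act as miR-122 inhibitors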
# PGC1a acetyl inh = inhibitors of PGC1a acetylation signal, primary screen, cell-based, U2OS, AlphaScreen, inhibitor mode; 350,000 tested, 0.17% active; inhibition, % at 15.6 µM; AlphaScreen anti-acetyl-lysine; with virally co-expressed GCN5 acetyltransferase;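 active = every replicate shows inhibition of at least 40%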;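 also: 0% = neutral control wells and 100% = positive control wells; some results beyond the cut were filed as inactive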
# PAX8 inh HTS = inhibitors of PAX8-driven TPO luciferase reporter, primary screen, RMG-I cells, single concentration; 360,000 tested, 1.2% active; inhibition, % at 12.6 µM; SteadyGlo, 24 h;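 active = mean replicate inhibition at least 60% with every replicate also reaching 60%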;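 also: luciferase light reporting Pax8 driven TPO promoter activity; plate controls were median of neutral control wells for no effect and mitoxantrone controls for full effect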
# EWS-Fli block = EWS/Fli-driven NR0B1 reporter inhibitors, primary screen, A673 cells, NR0B1 luciferase, luminescence, MLPCN library. viability-normalised. inhibition, % at 12.6 µM. 350,000 tested, 0.67% active;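 active = mean inhibition of at least 50% after viability correction, with every replicate also passing that limit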;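 also: firefly luciferase signal divided by Alamar Blue viability fluorescence both relative to DMSO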
# LGR2 antag = inhibitors of bursicon-induced LGR2 CRE-luciferase signal, primary screen, cell-based, HEK293, CRE-luciferase reporter, bursicon stimulation; inhibition, % at 9.99 µM; 380,000 tested, 0.35% active; bursicon-stimulated, 4 h; AID 720647, 2013; Drosophila bursicon receptor LGR2 (rickets);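 active = drop in luminescence signal, shown as inhibition above about 50% in the replicate tests, limit read from the data, passing the limit was not always enough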;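 also: agonist challenge used bursicon conditioned medium at about half maximal strength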
# An asterisk follows results filed as active; x = not tested or not shown; & = joins results of further samples; [ ] = another dose, or the depositor's remark. Compounds as they come; about 2.5% have a hit in one of these screens.
SMILES,FN deposition inh,Cneo AK release,Casp6 inh,miR122 inh,PGC1a acetyl inh,PAX8 inh HTS,EWS-Fli block,LGR2 antag
c1cc(-c2cc3cc(N4CCOCC4)ccc3o2)cs1,4,-3,3,x,x,-205,49,-13
CN(C)CC(=O)Nc1ccc2c(c1)[C@@H]1C[C@H](CC(=O)NC3CCCC3)O[C@@H](CO)[C@@H]1O2,8,0,-1,1[16.7 µM],-8,-4,-3,13
O=C(/C=C/c1ccccc1)N1CCC(N2CCC(C(=O)N3CCOCC3)CC2)CC1,17,-1,-7,-1,-3,-4,3,-23
Cc1noc(C)c1S(=O)(=O)Nc1ccc2c(c1)CC(=O)N([C@H](C)CO)C[C@@H](C)[C@@H](CN(C)S(=O)(=O)c1ccc(F)cc1)O2,x,-1,x,-2[16.7 µM],5,4,3,-6
Cc1cc(N/N=C/c2ccccc2)nc(N)n1,4,-4,4,3,-3,-48,-28,-33
O=[N+]([O-])c1ccc(OCCO)nc1,15,-3,-3,7,12,-8,4,0
CN1CCN(CCC(=O)Nc2ccc(C3CCCC3)cc2)CC1,-2,1,-21,3,x,-3,-1,-41
O=C(CCc1nc(-c2ccccc2)no1)Nc1cc(C(F)(F)F)ccc1Cl,-7,1,x,6,x,13,x,x
O=C(CNC(=O)c1ccccc1)Oc1ccc([N+](=O)[O-])cc1,4,0,-3,-1,6,8,-11,10
C[C@@H]1CCCCO[C@H](CN(C)C(=O)Nc2ccc(C(F)(F)F)cc2)[C@@H](C)CN([C@H](C)CO)C(=O)c2cc(NS(=O)(=O)c3cccs3)ccc2O1,x,-1,-1,23[16.7 µM],9,3,-14,8
Cc1ccccc1NC(=O)CN1C(=O)NC2(CCCCCCC2)C1=O,-3,-1,0,3,-3,19,-1,0
CCOC(=O)C1CCCN(C(=O)c2cc(-c3ccc(C)cc3)on2)C1 (stereo unspecified),3,-4,x,-6,8,x,x,-41
C[C@@H]1CN([C@H](C)CO)C(=O)c2cc(Br)cnc2O[C@@H]1CN(C)C(=O)C1CCOCC1,-4,-1&3&1,-3&-2&-2,-4,4&-2&1,4,-8&-9&6,-5&-7
O=C(Nc1ccccc1Cl)N1C[C@H]2[C@@H](c3ccccc31)[C@H](CO)N2C(=O)c1cccnc1,6,-4,4,-17[16.7 µM],2,19,-3,-8
O=C(Cc1cccs1)N[C@@H]1c2ccccc2CC[C@@H]1OCc1ccccc1,-1,3,-5,4,-2,-10,11,-9
CC1(C)CC(=O)CC2(C1)NCC(c1ccccc1)c1c2[nH]c2ccccc12 (stereo unspecified),6,1,0,38,x,18,2,36
CCC(=O)N[C@@H]1CC[C@H](CCNC(=O)Nc2ccc(F)cc2)O[C@@H]1CO,10,4,-1,x,-2,-7,-10,-9
O=C1CN(Cc2ccc(F)cc2)C[C@H]2[C@H](c3ccc(Br)cc3)[C@H](CO)N12,x,x,1,x,-3,10,-4,13
O=C1/C(=C/c2ccccc2)N=C(N2CCOCC2)N1c1cccc(Cl)c1,8,1,2,-9,x,-13,7,-10
O=C(NCC(c1ccco1)N1CCCC1)c1cc2ccccc2s1 (stereo unspecified),-2,1,1,9,4,14,-6,16
CCOC(=O)C1CCCN(Cc2cc(=O)oc3cc(C)c(C(C)C)cc23)C1 (stereo unspecified),8,x,4,x,-13,-10,5,18
CCOC(=O)NC(=S)Nc1ccc(OC)cc1,-7,0,-3,-3,x,-45,-3,-5
CN=c1scc(-c2ccccc2F)n1/N=C(\C)c1cccnc1,4,x,2,x,7,-122,-48,-27
CCN1CCN(CCCNC(=O)C2CCN(c3nnc(-n4cccc4)s3)CC2)CC1,-8,-6,-143,-2,-4,4,0,-3
CCCC(=O)Nc1ccc2c(c1)OC[C@@H](C)N(C(=O)c1ccccc1F)C[C@@H](C)[C@@H](OC)CN(C)C2=O,-13,x,x,7[16.7 µM],8,x,-9,13

# The results go on:
SMILES,FN deposition inh,Cneo AK release,Casp6 inh,miR122 inh,PGC1a acetyl inh,PAX8 inh HTS,EWS-Fli block,LGR2 antag
CCOC(=O)c1ccc(NC(=O)CCNS(=O)(=O)c2cccs2)cc1,3,5,1,0,x,15,-9,-1
CCOC1=C2[C@@H](CN(S(=O)(=O)c3ccc(C)cc3)[C@H]2c2ccccc2Cl)[C@H]2C(=O)N(Cc3ccccc3)C(=O)[C@H]2C1,-1,1,3,31,-7,2,7,8
Cc1noc(C)c1S(=O)(=O)N(C)C[C@@H]1Oc2c(NC(=O)C3CC3)cccc2C(=O)N([C@@H](C)CO)C[C@@H]1C,x,1,1,23[16.7 µM],-4,-12,-10,5
CC[C@H]1OC(=O)[C@H](C)[C@@H](O[C@H]2C[C@@](C)(OC)[C@@H](O)[C@H](C)O2)[C@H](C)[C@@H](O[C@@H]2O[C@H](C)C[C@H](N(C)C)[C@H]2O)[C@](C)(O)C[C@@H](C)[C@@H]2N[C@@H](COCCOC)O[C@H]([C@H]2C)[C@]1(C)O,-6,1,-3,5,-2,11,5,-28
Cc1nc(N2CCN(c3ccccn3)CC2)c2c(C)c(C(=O)Nc3ccc(F)cc3Cl)sc2n1,4,-3,1,-4,-22,4,x,-21
Cc1ccc(S(=O)(=O)Nc2ccccc2C(O)c2ccccc2)cc1 (stereo unspecified),-3,7,0,9,-6,19,-9,6
C[C@@H]1CN([C@@H](C)CO)C(=O)c2cc(NS(C)(=O)=O)ccc2O[C@@H](C)CCCCO[C@H]1CN(C)C(=O)Cc1ccccc1,3,8,-3,-5[16.7 µM],1,-4,-4,14
CCn1c(N)c(C(=O)N2CCOCC2)sc1=S,x,-1,x,3,5,x,x,-2
CCN(CC)C(=O)[C@H]1C[C@H](CC(=O)NCc2ccco2)C(=O)N2CCc3c([nH]c4cc(-c5ccco5)ccc34)[C@]12C,3,1,4,x,x,20,-1,15
CCCC(=O)N1CC2(CN(C(=O)NC(C)C)C2)c2c(n(C)c3cc(OC)ccc23)[C@@H]1CO,x,x,1,x,7,x,-6,3
O=c1c(Cc2c(F)cccc2Cl)c(O)ccn1C1CCCCCC1,2,x,0,x,x,-19,19,12
Nc1nonc1-n1nnc(C(=O)N/N=C/c2ccc(OCc3ccccc3)cc2)c1COc1ccc(F)cc1,2,-1,-1,3,5,-6,-37,-12
CC(=O)Oc1ccc(C2=Cc3ccc(OC(C)=O)cc3OC2C)cc1 (stereo unspecified),14,3,0,14,-42,12,21,-40
O=S(=O)(c1cccs1)N1CCC(CO)(Cc2cccc(F)c2)CC1,x,x,-1,x,x,-8,5,-25
C[C@@H]1CN([C@H](C)CO)S(=O)(=O)c2ccc(/C=C/c3ccccc3)cc2O[C@@H]1CN(C)C(=O)c1ccccc1,12,2,2,-11[16.7 µM],-6,39,13,14
C[C@]12CCC(=O)C=C1CC[C@@H]1[C@@H]2[C@@H](O)C[C@]2(C=O)[C@@H](C(=O)CO)CC[C@@H]12,1,1,0,12,7,-12,-2,x
Cc1ccc(C(=O)NC2CCS(=O)(=O)C2)cc1S(=O)(=O)N1CCCC1 (stereo unspecified),x,-4,0,-4,1,-1,x,7
C[C@@H]1CN([C@H](C)CO)C(=O)c2cc(NC(=O)Nc3ccccc3)ccc2O[C@H]1CN(C)S(=O)(=O)c1ccc(F)cc1,-12,-3,x,-4[16.7 µM],-3,x,-2,1
O=c1c2sccc2nc(SCc2cc(=O)n3cc(Cl)ccc3n2)n1-c1ccc(F)cc1,4,-3,4,4,x,41,17,-9
Cc1ncc(CO)c(/C=N/Nc2ccc(C(F)(F)F)cn2)c1O,6,-1,-4,-14,28,32,1,17
COC(=O)Nc1nn(-c2ccc(OC)cc2)c(=O)c(C#N)c1C,7,-1,5,-5,-2,6,-6,6
CCOC(=O)c1c(NC(=O)CN2C(=O)NC(C)(c3ccc(OC(F)F)cc3)C2=O)sc(C)c1C (stereo unspecified),-9,x,0,-7,x,1,7,3
CCN(CC(=O)Nc1ccc(NC(C)=O)cc1)C(=O)c1ccc(Sc2nncn2C)c([N+](=O)[O-])c1,-5,x,-69,x,x,-20,9,9
CN(C(=O)Cc1c[nH]c2ccccc12)C(C(=O)Nc1ccc2c(c1)OCO2)c1ccccc1 (stereo unspecified),10,-4,x,9,x,17,x,6
COc1ccc(NC(=O)Nc2ccc3c(c2)C(=O)N([C@H](C)CO)C[C@@H](C)[C@@H](CN(C)S(=O)(=O)c2ccc(F)cc2)OCCCC[C@@H](C)O3)cc1,6,-1,3,4[16.7 µM],-9,12,5,1

# The closing five entries of the part before are carried over, then new ones follow:
SMILES,FN deposition inh,Cneo AK release,Casp6 inh,miR122 inh,PGC1a acetyl inh,PAX8 inh HTS,EWS-Fli block,LGR2 antag
COC(=O)Nc1nn(-c2ccc(OC)cc2)c(=O)c(C#N)c1C,7,-1,5,-5,-2,6,-6,6
CCOC(=O)c1c(NC(=O)CN2C(=O)NC(C)(c3ccc(OC(F)F)cc3)C2=O)sc(C)c1C (stereo unspecified),-9,x,0,-7,x,1,7,3
CCN(CC(=O)Nc1ccc(NC(C)=O)cc1)C(=O)c1ccc(Sc2nncn2C)c([N+](=O)[O-])c1,-5,x,-69,x,x,-20,9,9
CN(C(=O)Cc1c[nH]c2ccccc12)C(C(=O)Nc1ccc2c(c1)OCO2)c1ccccc1 (stereo unspecified),10,-4,x,9,x,17,x,6
COc1ccc(NC(=O)Nc2ccc3c(c2)C(=O)N([C@H](C)CO)C[C@@H](C)[C@@H](CN(C)S(=O)(=O)c2ccc(F)cc2)OCCCC[C@@H](C)O3)cc1,6,-1,3,4[16.7 µM],-9,12,5,1
C[C@H]1CN([C@@H](C)CO)C(=O)c2cc(C#Cc3ccccn3)cnc2O[C@H]1CN(C)Cc1cncnc1,x,3,-2,0[16.7 µM],14,-1,-4,4
COC(=O)c1cccc(NC(=O)Cc2ccsc2)c1,3,0,1,-2,9,-18,-29,-9
CN(C)CC(=O)N[C@@H]1CC[C@@H](CCn2cc(C3CCCCC3)nn2)O[C@@H]1CO,-10,-3,-2,26[16.7 µM],8,-12,0,11
C[C@@H]1CN([C@H](C)CO)C(=O)c2cc(NS(=O)(=O)c3cccs3)ccc2O[C@@H](C)CCCCO[C@@H]1CN(C)C(=O)C1CCCCC1,x,1,1,5[16.7 µM],4,x,-11,-6
C/C=C/c1ccc2c(c1)O[C@@H](CN(C)Cc1ccncc1)[C@@H](C)CN([C@@H](C)CO)S2(=O)=O,6,-1,-1,3[16.7 µM],-6,x,-6,9
O=C(COC(=O)c1ccc2ncsc2c1)Nc1ccc(OC(F)(F)F)cc1,-15,0,-2,-2,0,-32,-16,1
COc1ccc(/C=N\NC(=O)c2ccccc2Br)cc1COc1ccccc1,x,-3,1,-5,x,13,x,7
CC(O)c1nc2ccccc2n1CCCOc1ccccc1 (stereo unspecified),-3,0,-1,-5,-6,-6,-7,-6
O=c1c(S(=O)(=O)c2ccc(Cl)cc2)cn(Cc2cccc(F)c2)c2ccc(F)cc12,9,x,1,x,x,-9,-31,0
CN1C(=O)[C@H](Cc2ccc([N+](=O)[O-])cc2)NC1=S,-6,2,-3,-2,18,18,14,36
CCC(=O)Nc1sc2c(c1C(N)=O)CCN(Cc1ccccc1)C2,8,-2,0,1,x,14,-2,x
COc1ccc([C@H]2/C=C\CN(C(=O)C3CCCC3)[C@@H](C)C(=O)N2Cc2ccc(F)cc2)cc1,7,1,-1,-2,3,14,14,-1

# Compound activity (PubChem)
